IL1B NFkB pot: enhancers of NFkB p65 translocation in HUVEC – imaging, IL-1B stimulus, high-content imaging, primary screen | HUVEC IL-1B NFkB p65 nuclear translocation imaging | activation, % at 2 µM | hit rate 0.3% among 94,000 | AID 819, 2007;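 active = activation above 40%, about the mean plus 3 SD, also judged a hit on visual image review; inconclusive = activation above 40% but not a hit on visual review; inactive = activation not above 40% and no visual hit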;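 also: percent activation is computed from the nuclear over cytoplasmic p65 intensity ratio; values of inactives mirror those of a sister screen read the other way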
Bcl-B displacement: displacers of TR3 peptide from Bcl-B, primary screen, selectivity assay for Bfl-1 inhibitor project, biochemical, fluorescence polarization | AID 748, 2007 | FP displacement of FITC-TR3 peptide from Bcl-B; higher % means a stronger effect | Bcl-2-like protein 10 (Homo sapiens) | one-dose displacement, % at 20 µM; IC50 in µM for titrated hits | hit rate 0.11% among 96,000;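 active = displacement above 50% at 20 µM plus a fluorescence interference ratio under 1.5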;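 also: plate controls were wells without compound for no effect and wells lacking Bcl-B protein for full effect; a part of the inactive calls stands beside numbers as strong as those of hits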
IL1B NFkB inh: inhibitors of IL-1B driven NFkB p65 nuclear import, primary screen, imaging, HUVEC, IL-1B stimulus, high-content imaging. AID 796, 2007. hit rate 0.43% among 94,000. HUVEC IL-1B NFkB p65 nuclear translocation imaging. inhibition, % at 2 µM;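 active = inhibition above about 30% together with a positive call from visual inspection of the well image, limit read from the data; inconclusive = inhibition above a set limit but visual check negative; inactive = inhibition not above a set limit, visual check negative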;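 also: nuclear over cytoplasmic p65 intensity ratio measured by imaging; 0% = IL-1B stimulated DMSO wells and 100% = unstimulated DMSO wells; values of inactives mirror those of a sister screen read the other way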
MRP resist rev: reversal of MRP1-mediated doxorubicin resistance, primary screen, H69AR cells, doxorubicin co-treatment; H69AR cells + 2 uM doxorubicin, CellTiter-Glo, 72 h; differential viability (reversal), % at 10 µM; hit rate 0.04% among 85,000; AID 602, 2007;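 active = viability drop by adding the cancer drug above about 55%, with treated viability meeting a 40% cutoff, limit read from the data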;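 also: viability without doxorubicin minus viability with 2 µM doxorubicin for each compound; larger differential means the compound sensitizes cells more to doxorubicin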
PLAP inhibitors HTS: PLAP enzyme inhibitors, biochemical, luminescence, HTS (AID 690); purified PLAP, luminescent substrate; higher % means a stronger effect; inhibition, % at 20 µM; hits with a dose series show IC50 in µM; hit rate 0.08% among 96,000; in the data active = a potency from the dose series; inactive = the rest, 99 in 100 with inhibition below about 30%; also: strong numbers were not always called active
MRP resist rev cytotoxicity: further read-out of MRP resist rev, marked with its call; viability, %; H69AR cells, CellTiter-Glo, 72 h; measured here: cytotoxicity without doxorubicin
MRP resist rev with doxorubicin: second read-out of MRP resist rev, no call of its own (marks repeat the call); viability, %; measured here: viability with 2 uM doxorubicin; hits give low values
IL1B NFkB inh cell count 2 µM: further read-out of IL1B NFkB inh, marked with its call; cell count; measured here: cells passing quality filter;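 raw number of nuclei counted in each imaged well without normalization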
IL1B NFkB pot cell count 2 µM: also measured in IL1B NFkB pot; calls as there; cell count; measured here: cells passing quality filter
Numbers without * were called inactive; u = inconclusive; x = no result given. Only part of the results is shown. The share of hits here may be higher or lower than overall.

SMILES	IL1B NFkB pot	IL1B NFkB pot cell count 2 µM	Bcl-B displacement	IL1B NFkB inh	IL1B NFkB inh cell count 2 µM	MRP resist rev	MRP resist rev cytotoxicity	MRP resist rev with doxorubicin	PLAP inhibitors HTS
COCCn1c(=S)[nH]c2ccc(N(C)C)cc2c1=O	-4.0	80	33.1%	4.0	80	12.7	84.6	71.8	-12.0%
Cc1cc(C)n2nc(SC(C)C(=O)NCc3ccco3)nc2n1 (stereo not given)	25.8	154	23.9%	-25.8	154	10.1	93.8	83.7	-45.4%
C=CCOc1ccc(C(=O)NC2CCCCC2)cc1	10.2	143	-2.8%	-10.2	143	-11.9	74.7	86.7	19.0%
C=CCn1c(SCC(=O)c2ccccc2)nnc1-c1ccc2c(c1)OCO2	3.9	54	7.8%	-3.9	54	-16.6	59.3	76.0	-16.4%
O=C(CN1CCN(S(=O)(=O)/C=C/c2ccccc2)CC1)NC(=O)NCc1ccco1	x	x	23.3%	x	x	9.8	93.8	84.0	-45.0%
CCOc1ccc(OCC)c(NC(=O)CN2CCN(CC)CC2)c1	15.7	100	x	-15.7	100	6.0	68.6	62.6	x
O=S(=O)(c1ccc(Cl)s1)N1CCC(Cc2ccccc2)CC1	6.4	142	3.3%	-6.4	142	11.6	90.4	78.8	35.0%
CNc1oc(Cc2ccccc2)nc1S(=O)(=O)c1ccc(Cl)cc1	2.8	121	-4.3%	-2.8	121	22.1	104.0	81.9	43.7%
CCN1C(=O)N(CC)C(O)(c2ccccc2)C1(O)c1ccccc1 (stereo not given)	-8.8	142	0.6%	8.8	142	14.9	104.7	89.7	-83.1%
CC(OC(=O)c1ccncc1)C(=O)Nc1cccc(Cl)c1 (stereo not given)	18.5	119	-18.9%	-18.5	119	4.4	97.9	93.5	13.0%
CCC(=O)c1ccc(OCC(O)CN2CCN(c3ccc(F)cc3)CC2)cc1 (stereo not given)	-2.8	159	0.7%	2.8	159	x	x	x	21.7%
Cc1ccc(-c2[nH]nc(N)c2N=Nc2cccc(Cl)c2C)cc1	3.6	108	-6.9%	-3.6	108	x	x	x	-8.8%
COc1cccc(/C=C/C(=O)c2ccc[nH]2)c1	3.7	149	-1.2%	-3.7	149	0.6	19.0	18.4	16.5%
CCOc1ccccc1OCCn1nnc2ccccc21	8.3	120	-1.5%	-8.3	120	-2.4	110.2	112.6	27.3%
CCOc1cc(C2C(C#N)=C(N)OC(C)=C2C(C)=O)cc(Br)c1O (stereo not given)	15.6	135	67.4%	-15.6	135	-2.8	84.2	87.0	22.4%

Just IL1B NFkB pot cell count 2 µM, MRP resist rev and IL1B NFkB inh cell count 2 µM (three entries from above):
molecule	IL1B NFkB pot cell count 2 µM	MRP resist rev	IL1B NFkB inh cell count 2 µM
O=S(=O)(c1ccc(Cl)s1)N1CCC(Cc2ccccc2)CC1	142	11.6	142
CNc1oc(Cc2ccccc2)nc1S(=O)(=O)c1ccc(Cl)cc1	121	22.1	121
CCN1C(=O)N(CC)C(O)(c2ccccc2)C1(O)c1ccccc1 (stereo not given)	142	14.9	142

Remaining list, next part:
SMILES	IL1B NFkB pot	IL1B NFkB pot cell count 2 µM	Bcl-B displacement	IL1B NFkB inh	IL1B NFkB inh cell count 2 µM	MRP resist rev	MRP resist rev cytotoxicity	MRP resist rev with doxorubicin	PLAP inhibitors HTS
CNC(=O)CSCc1c(Cl)cccc1Cl	-8.4	154	-9.8%	8.4	154	-2.4	86.9	89.3	1.8%
COc1ccc(C(=O)N2CCN(c3ncnc4c(-c5ccccc5)nsc34)CC2)cc1	-1.2	121	1.3%	1.3	121	x	x	x	-1.1%
Cc1cc(N2C(=O)C(O)=C(C(=O)c3ccc(C)o3)C2c2cccs2)no1 (stereo not given)	8.2	121	-2.6%	-8.2	121	x	x	x	8.4%
CCNc1cc2oc(=O)c(CN3CCOCC3)c(C)c2cc1C	3.2	169	42.3%	-3.2	169	0.4	75.8	75.4	-104.3%
C=CCn1c(N)c(C(=O)NCc2cccnc2)sc1=S	7.5	151	-16.3%	-7.5	151	11.3	103.4	92.1	13.6%
CNc1nc(Oc2ccccc2C(=O)OC)nc(SC)n1	-6.9	118	-1.4%	6.9	118	8.5	100.8	92.3	-21.6%
COCCCNC(=O)c1ccc(-n2nc(C(F)(F)F)cc2-c2cccs2)cc1	4.0	168	-6.1%	-4.0	168	x	x	x	-62.9%
CCOC(=O)c1ccc(NC(=O)c2ccc(CN3CCOCC3)cc2)cc1	-2.7	153	2.4%	2.7	153	6.3	87.5	81.2	-27.7%
COc1ccccc1C(=O)N1CCN(c2ccccn2)CC1	19.2	196	-1.7%	-19.2	196	4.9	99.2	94.3	1.5%
CCOC(=O)C1=C(C)N(C)C(=O)NC1c1c(C)nn(-c2ccc(C)cc2)c1Cl (stereo not given)	17.6	153	-10.2%	-17.6	153	-54.5	31.0	85.5	-44.3%
O=C(CSCc1c(F)cccc1Cl)NCc1ccco1	13.6	175	-1.7%	-13.6	175	x	x	x	8.7%
Cn1c(SCC(=O)NC2CC2)nnc1-c1cccc(NC(=O)c2ccccc2F)c1	-0.3	163	-5.0%	0.3	163	5.1	94.1	89.0	5.5%
CCc1ccccc1NC(=O)CSC1=C(C#N)C(c2ccc3c(c2)OCO3)C2=C(CCCC2=O)N1 (stereo not given)	13.9	165	-5.5%	-13.9	165	-2.7	92.7	95.4	-43.8%
CCNC(=O)CN1C(=O)NC(CCc2ccccc2)C1=O (stereo not given)	1.9	160	1.2%	-1.9	160	3.2	91.8	88.6	4.4%
O=S(=O)(CCOc1ccccc1)c1nc2ccccc2[nH]1	5.5	154	-8.3%	-5.5	154	0.9	0.3	-0.6	5.5%
CCCCCOc1ccc(/C=c2\sc3ncnn3c2=O)cc1	x	x	-20.9%	x	x	13.3	88.5	75.2	-11.4%
O=C(NC1CCCCCC1)C1c2ccccc2C(=O)N1C1CC1 (stereo not given)	6.1	113	-11.3%	-6.1	113	19.1	98.6	79.5	8.2%
Cc1ccc(-c2noc(CSc3nnc(CCc4ccccc4)n3-c3ccccc3)n2)cc1	24.6	163	-4.2%	-24.6	163	-1.5	73.7	75.2	-57.1%
O=C(O)c1ccc(N2CCCCC2)cc1	x	x	-4.3%	x	x	-17.0	97.8	114.8	-10.2%
CC(C)(C)NC(=O)C(c1ccsc1)N(CCc1ccccc1)C(=O)Cn1nnc2ccccc21 (stereo not given)	-57.5	136	-1.1%	57.5*	136*	x	x	x	22.0%
Cc1cc(SCCC(=O)O)nc2ccccc12	-5.8	111	7.3%	5.8	111	1.1	92.7	91.7	-32.8%
O=C(Nc1ccc(CN2CCOCC2)cc1)c1cc2ccccn2n1	u	x	-1.8%	-55.2	55	-0.1	90.5	90.6	-13.0%
Cc1ccc(Oc2cc(N3CCOCC3)nc(-c3ccccc3)n2)cc1	16.3	166	-3.6%	-16.3	166	x	x	x	12.0%
CCCOC(=O)CSC1=C(C#N)C(c2ccccc2OCC)C(C#N)C(=O)N1 (stereo not given)	u	x	8.9%	-56.5	133	-14.1	81.3	95.5	-19.9%
O=C(CSc1ncc(-c2ccccc2)nn1)NCc1ccco1	10.5	149	-1.9%	-10.5	149	-6.1	88.9	95.0	15.6%
Cc1cccc(Cn2cnc3c(nnn3Cc3ccc(F)cc3)c2=O)c1	x	x	-5.1%	x	x	29.1	114.8	85.8	27.8%
CN1CCN(C(=O)CC23CC4CC(CC(C4)C2)C3)CC1	5.4	153	-2.0%	-5.4	153	-4.5	82.5	87.0	-24.2%
CCOC(=O)c1[nH]c(C)c(C(=O)NC(C)CC)c1C (stereo not given)	7.5	168	13.2%	-7.5	168	-4.2	93.0	97.2	8.7%
COC(=O)[C@H](C)NC(=O)Nc1ccc(OC)cc1OC	11.1	129	-16.9%	-11.1	129	x	x	x	-9.9%
CCC1(CC)NC(=O)NC1=O	10.8	149	1.3%	-10.8	149	-0.1	108.8	109.0	11.5%

Some values from the entries so far:
Cc1ccc(-c2noc(CSc3nnc(CCc4ccccc4)n3-c3ccccc3)n2)cc1 | MRP resist rev cytotoxicity = 73.7
COc1ccccc1C(=O)N1CCN(c2ccccn2)CC1 | IL1B NFkB pot = 19.2

(continued)
SMILES	IL1B NFkB pot	IL1B NFkB pot cell count 2 µM	Bcl-B displacement	IL1B NFkB inh	IL1B NFkB inh cell count 2 µM	MRP resist rev	MRP resist rev cytotoxicity	MRP resist rev with doxorubicin	PLAP inhibitors HTS
COc1ccc(S(=O)(=O)N2c3ccccc3OCC2c2ccccc2)cc1 (stereo not given)	x	x	0.0%	x	x	x	x	x	4.2%
CCC(=O)Nc1sccc1C(=O)OC	x	x	-5.6%	x	x	1.3	99.8	98.5	13.8%
Brc1ccc(CSc2nnc(-c3cnccn3)n2Cc2ccco2)cc1	-0.4	119	-2.9%	0.4	119	-19.7	56.4	76.1	-32.6%
Cc1ccc(OCC(=O)Nc2ccc(N(C)C)cc2)cc1	3.9	144	1.3%	-3.9	144	-0.2	68.9	69.1	8.7%
COC(=O)c1[nH]c2cccc(C)c2c1NC(=O)CN1CCN(C(=O)c2ccco2)CC1	-5.0	165	-0.5%	5.0	165	-0.7	72.6	73.2	-19.3%
COc1ccc(-c2nnc(SCC(=O)NCc3cccs3)n2C(C)C)cc1	-1.0	98	-6.7%	1.0	98	30.0	90.2	60.2	-21.8%
CCn1c(SCC(=O)NCc2ccco2)nnc1-c1c[nH]c2ccccc12	4.3	159	0.7%	-4.3	159	6.9	84.9	78.0	24.7%
CCCN1C(=O)c2ccc(C(=O)Nc3nccs3)cc2C1=O	17.7	135	-1.2%	-17.7	135	9.5	102.5	93.0	-3.2%
COC(=O)C(C(C)=O)C1=C/C(=N\S(=O)(=O)c2ccc(C)cc2)c2ccccc2C1=O (stereo not given)	-1.3	154	-86.8%	1.3	154	-20.2	72.7	93.0	-16.6%
O=C(NCCN1CCCCC1)c1cc2ccccc2[nH]1	x	x	-8.9%	x	x	4.4	91.3	86.8	19.1%
CC(C(=O)Nc1ccccc1)c1ccc(-c2ccccc2)c(F)c1 (stereo not given)	-3.8	150	-4.6%	3.8	150	x	x	x	6.5%
O=C(Nc1nnc(COc2ccc(Cl)cc2)s1)C1CCCO1 (stereo not given)	11.3	119	0.0%	-11.3	119	-0.6	103.8	104.4	-5.0%
O=C(CCN1C(=O)c2ccccc2C1=O)Nc1ccc(F)cc1	-6.3	135	-2.8%	6.3	135	5.8	95.5	89.8	18.0%
O=S(Cc1ccc(Cl)cc1)CC(O)(c1ccccc1)c1ccccc1 (stereo not given)	x	x	-7.6%	x	x	x	x	x	-5.1%
CC1CC(C)CN(c2cc(=O)n(Cc3ccc(F)cc3)c(=O)[nH]2)C1 (stereo not given)	19.4	196	-3.8%	-19.4	196	0.6	82.2	81.6	0.0%
COc1cc(N2CCCC2)c(OC)cc1/C=c1/sc2nc3ccccc3n2c1=O	2.1	127	-399.9%	-2.1	127	7.0	96.2	89.2	13.4%
O=C(CSCc1ccccc1)N1CCN(c2ccc(F)cc2)CC1	-6.0	138	-15.3%	6.0	138	15.9	96.9	81.0	-13.4%
CCOC(=O)c1c(NC(=S)Nc2ccccc2)sc2c1CCCCC2	3.1	103	-14.9%	-3.1	103	x	x	x	1.6%
CCN(CC)C(=O)C1CC(=O)OC1(C)C (stereo not given)	21.2	44	-4.6%	-21.2	44	13.0	98.6	85.6	-5.7%
C=CCNc1sc(C(=O)c2ccccc2)c(N)c1C#N	3.4	151	6.8%	-3.4	151	2.9	82.9	80.0	2.8%
CC(C)C(OC(=O)CN1C(=O)COc2ccccc21)C(=O)NC1CCCC1 (stereo not given)	13.8	92	-14.3%	-13.8	92	-8.3	85.2	93.5	-3.8%
COc1cccc(N=C2SC(C(=O)Nc3ccccc3F)CC(=O)N2C)c1 (stereo not given)	-14.0	115	2.3%	14.0	115	11.2	92.5	81.2	1.1%
CN(CCNC(=O)C1CC(=O)N(C2CCCC2)C1)Cc1ccccc1 (stereo not given)	7.7	146	x	-7.7	146	0.8	101.2	100.4	x
